GPR35 arrestin U2OS = GPR35 antagonists blocking zaprinast-driven arrestin recruitment, primary screen, imaging, U2OS, beta-arrestin-GFP, zaprinast agonist (AID 2058) | 290,000 compounds, 0.052% hits | U2OS GPR35 beta-arrestin-GFP translocation imaging, zaprinast antagonism; higher % means a stronger effect | inhibition, % at 10 µM; hits with a dose series show IC50 in µM;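 active = inhibition of at least 50% with at least 30 cells and total cytoplasm GFP at most 10,000,000; inconclusive = under 30 cells or total GFP of 10,000,000 plus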
GPR55 beta-arrestin = selective activators of receptor GPR55 – imaging, U2OS cells, beta-arrestin-GFP redistribution, primary screen (AID 1961) | 290,000 compounds, 0.048% hits | one-dose activation, % at 10 µM; EC50 in µM for titrated hits | U2OS GPR55 beta-arrestin-GFP redistribution imaging; higher % means a stronger effect;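 active = activation above 40% with more than 50 cells counted in the well; inconclusive = wells holding fewer than 50 cells, flagged as toxic or sparse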;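 also: U2OS osteosarcoma cells stably expressing GPR55 and beta-arrestin-GFP; plate controls were DMSO negative control for no effect and LPI positive control for full effect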
HEK293 NOD2/NF-kB = NOD2 signaling inhibitors, cell-based, luminescence, uHTS, HEK293 (AID 1566); HEK293 NOD2/NF-kB luciferase reporter, luminescence; higher % means a stronger effect; inhibition, % at 4 µM; hits with a dose series show EC50 in µM; 290,000 compounds, 0.63% hits; also: many of its hits are not listed in these tables
Myeloid diff 2 = promotes myeloid progenitor differentiation | ER-HoxA9 myeloid progenitors, lysozyme-GFP differentiation, flow cytometry | calls only at 10 µM | 360,000 compounds, 1% hits | AID 624256;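 active = normalized GFP-positive differentiation at or above the plate's own cutoff, the solvent-only control mean plus 3 SD; inconclusive = no clear call, values can overlap the other calls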;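 also: cells exposed to compound for four days before flow analysis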
GPR55 LPI antagonism = inhibition of LPI-stimulated GPR55 beta-arrestin translocation – imaging, U2OS, beta-arrestin-GFP, LPI agonist, primary screen (AID 2013); inhibition, % at 10 µM; hits with a dose series show IC50 in µM; 290,000 compounds, 0.13% hits; U2OS GPR55 beta-arrestin-GFP translocation imaging, LPI antagonism; higher % means a stronger effect;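 active = spots per cell inhibited over 60%, with over 100 cells counted and total cytoplasm intensity under 500,000; inconclusive = wells with under 100 cells, flagged as likely toxic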;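 also: U2OS cells stably carrying GPR55 and arrestin-GFP stimulated by 5 µM LPI near EC80; imaged beta-arrestin-GFP aggregate spots per cell after agonist stimulation; plate controls were LPI-stimulated DMSO wells for no effect and DMSO wells without LPI for full effect; some results filed as inactive read as strong as hits; confirmed hits need IC50 under 10 µM and bright autofluorescent wells are also inconclusive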
KOR beta-arrestin-1 = KOR antagonists, beta-arrestin recruitment, cell-based, luminescence, uHTS (AID 1778); KOR beta-arrestin recruitment, luminescence, antagonist mode; higher % means a stronger effect; inhibition, % at 10 µM, or IC50 in µM where a hit was titrated; 290,000 compounds, 0.091% hits; also: strong numbers were not always called active
HIV fusion peptide = inhibitors of HIV fusion peptide binding, primary screen, biochemical, uHTS, fluorescence dequenching (AID 1986); 290,000 compounds, 0.3% hits; inhibition, % at 20 µM; hits with a dose series show IC50 in µM; cell-free peptide binding, fluorescence dequenching, 30 min; higher % means a stronger effect; in the data active = inhibition mostly above about 52%, no sharp cut-off; inactive = mostly below about 76%; also: some results filed as inactive read as strong as hits
KOR beta-arrestin-2 = kappa opioid receptor activators – cell-based, luminescence, uHTS, primary screen (AID 1777); KOR beta-arrestin recruitment, luminescence; higher % means a stronger effect; activation, % at 10 µM; hits with a dose series show EC50 in µM; 280,000 compounds, 0.02% hits; in the data active = activation above about 50%, passing the limit was not always enough; also: a part of the inactive calls stands beside numbers as strong as those of hits
NOD1 inhibition = NOD1 signaling inhibitors, primary screen, cell-based, luminescence, uHTS (AID 1578). 290,000 compounds, 1% hits. NOD1-driven NF-kB luciferase reporter cells, luminescence; higher % means a stronger effect. inhibition, % at 4 µM; hits with a dose series show EC50 in µM; in the data active = inhibition mostly above about 36%, no sharp cut-off; inactive = mostly below about 34%;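 also: HEK-293T reporter cells stimulated with the NOD1 agonist gamma-tri-DAP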
Myeloid diff 2 GFP+ MAC1+ % = further read-out of Myeloid diff 2, marked with its call; GFP+ MAC1+ double positive, %; measured here: differentiation confirmed by MAC1 staining
* hit, by the source's call; i = inactive; ? = inconclusive; · = no result given; [ ] = another dose, or the depositor's remark. Rule as the data show it, unless noted: active = inhibition above about 50%; inactive = the rest. Some of the compounds tested (hit frequency here may not be typical).

SMILES	GPR35 arrestin U2OS	GPR55 beta-arrestin	HEK293 NOD2/NF-kB	Myeloid diff 2	Myeloid diff 2 GFP+ MAC1+ %	GPR55 LPI antagonism	KOR beta-arrestin-1	HIV fusion peptide	KOR beta-arrestin-2	NOD1 inhibition
O=C(NCC(c1cccs1)N1CCOCC1)c1cc([N+](=O)[O-])ccc1Cl (stereo unspecified)	-7%	-0.1%	-4%	i	0.3	-1%	7%	-0.3%	-0.9%	-22%
COC(=O)c1[nH]c2ccc(C)cc2c1NC(=O)CCN1CCN(Cc2ccc3c(c2)OCO3)CC1	-13%	-0.2%	-13%	i	4.2	4%	-6%	-0.7%	11%	-1%
Clc1ccc(-c2nn3c(-c4ccccc4)nnc3s2)cc1	15%	0.7%	-21%	i	0.7	5%	-17%	-2.2%	26%	-61%
Nc1cc(=O)[nH]c(SCC(=O)Nc2cc(Cl)cc(Cl)c2)n1	4%	0.0%	-2%	i	0.7	-5%	-18%	0.1%	0.0%	1%
O=C(O)c1ccccc1N1C(=O)C2C3CCC(C3)C2C1=O (stereo unspecified)	7%	-0.1%	12%	i	1.6	-11%	-44%[20 µM]	-0.8%	·	-18%
Cc1cc(S(=O)(=O)NC2CCCCC2)ccc1OCC(=O)N1CCOCC1	-4%	-0.1%	0%	i	4.9	-1%	-12%	-1.2%	4.0%	-4%
O=C(O)CSc1nnc(CSc2nc3ccccc3s2)n1-c1ccccc1	-7%	0.2%	13%	i	1.4	12%	6%	3.1%	1.7%	-27%
O=C(NC12CC3CC(CC(C3)C1)C2)N1CCC(O)(c2ccc3c(c2)OCO3)CC1	6%	-0.2%	-1%	i	5.0	-6%	4%	-0.3%	3.3%	8%
CC(=O)Nc1ccc(NC(=S)NC(=O)c2ccc([N+](=O)[O-])c(C)c2)cc1	5%	-0.3%	0%	i	0.4	-4%	26%	-4.3%	18%	-3%
O=C(NC1CCCCC1)N1CCc2[nH]c3ccccc3c2C1	-6%	-0.3%	1%	i	0.5	-4%	-37%	1.7%	-2.3%	2%
CCOC(=O)c1cn(-c2ccc(F)c(F)c2)c2c(F)c(F)c(F)c(F)c2c1=O	3%	0.4%	10%	·	·	-7%	-22%	-2.4%	-5.2%	7%
CCn1cc(Br)c(C(=O)Nc2ccc(Cl)cc2Cl)n1	5%	0.2%	19%	i	1.2	-1%	7%	-0.5%	-8.9%	1%
Cn1c(CCN2CCN(c3ccccn3)CC2)nc2cc(NC(=O)COc3ccc([N+](=O)[O-])cc3)ccc21	9%	0.1%	-7%	i	1.3	2%	-28%	-0.4%	-2.2%	-36%
COc1ccc2cc(C(=O)NCC(=O)O)sc(=O)c2c1OC	11%	0.2%	6%	i	0.9	2%	-3%	0.6%	2.1%	1%
Cc1[nH]c2ccc(-c3nnc(SCC(=O)NCc4ccco4)n3Cc3ccccc3)cc2c1C	-4%	5.8µM*	1%	i	1.5	-4%	20%	1.0%	·	18%
CCOC(=O)c1cccc(NC(=O)c2ccc3c(c2)C(=O)N(CC2CCCO2)C3=O)c1 (stereo unspecified)	15%	-0.1%	-7%	?	·	14%	-24%	0.6%	0.2%	-39%
COc1ccc(NC(=O)c2ccccc2NC(=O)C2CCCO2)cc1 (stereo unspecified)	-3%	-0.2%	-10%	i	0.9	4%	12%	-0.6%	1.3%	-27%
c1ccc(CC2CCN(c3nc4ccccc4n4nnnc34)CC2)cc1	11%	-0.1%	-17%	i	0.7	16%	0%	1.9%	-4.8%	-12%
O=C(CN(CC1CCCO1)C(=O)CNS(=O)(=O)c1ccccc1)NCc1ccco1 (stereo unspecified)	5%	-0.2%	-28%	i	0.4	8%	-17%	-2.2%	-1.1%	15%
CCOc1ccc(CN(C(=O)c2ccco2)C2CCS(=O)(=O)C2)cc1 (stereo unspecified)	18%	-0.1%	-8%	i	0.7	20%	-10%	-0.1%	-0.4%	-15%
Cc1nn(CC2CC2)c(=O)n1-c1ccccc1	-3%	0.1%	5%	i	0.1	0%	16%	-0.8%	-3.6%	-30%
CN(Cc1cnn(C)c1)S(=O)(=O)c1cccc([N+](=O)[O-])c1	-4%	0.2%	25%	i	0.1	11%	4%[20 µM]	-0.1%	-4.9%	-12%
COc1ccccc1-c1noc(CCCC(=O)NC2CCCCC2)n1	-1%	0.0%	-10%	i	3.7	-6%	0%	1.2%	-0.7%	4%
O=C(Nc1nnc(-c2ccccc2Cl)s1)c1ccccc1F	-1%	-0.2%	-19%	i	1.0	5%	7%	1.5%	-4.9%	-2%
O=C(NC(=S)Nc1ccc(S(=O)(=O)N2CCCCC2)cc1)c1ccccc1	-6%	-0.2%	17%	i	1.1	-4%	10%	-1.8%	-6.9%	8%

Fetched one by one from the list above (two):
SMILES	GPR35 arrestin U2OS	GPR55 beta-arrestin	HEK293 NOD2/NF-kB	Myeloid diff 2	Myeloid diff 2 GFP+ MAC1+ %	GPR55 LPI antagonism	KOR beta-arrestin-1	HIV fusion peptide	KOR beta-arrestin-2	NOD1 inhibition
O=C(O)CSc1nnc(CSc2nc3ccccc3s2)n1-c1ccccc1	-7%	0.2%	13%	i	1.4	12%	6%	3.1%	1.7%	-27%
O=C(CN(CC1CCCO1)C(=O)CNS(=O)(=O)c1ccccc1)NCc1ccco1 (stereo unspecified)	5%	-0.2%	-28%	i	0.4	8%	-17%	-2.2%	-1.1%	15%

Additional entries
SMILES	GPR35 arrestin U2OS	GPR55 beta-arrestin	HEK293 NOD2/NF-kB	Myeloid diff 2	Myeloid diff 2 GFP+ MAC1+ %	GPR55 LPI antagonism	KOR beta-arrestin-1	HIV fusion peptide	KOR beta-arrestin-2	NOD1 inhibition
Cc1ccccc1Cc1c(C)nc2c(C(=O)NCc3ccc4c(c3)OCO4)cnn2c1C	1%	0.3%	5%	i	7.2	12%	-18%	-2.2%	-4.6%	-26%
O=C(CN(C(=O)CCC(=O)Nc1ccccn1)c1ccccc1F)NCc1ccc2c(c1)OCO2	10%	-0.1%	16%	i	0.5	2%	-27%	0.0%	3.2%	-19%
Cc1ccc(N=C2NC(=O)C(CO)(CO)S2)cc1	1%	-0.1%	7%	i	0.8	1%	-22%[20 µM]	1.2%	-2.8%	13%
Cc1cccnc1NC(=O)C1CCCN1S(=O)(=O)c1ccc(Cl)cc1 (stereo unspecified)	8%	0.0%	-7%	i	1.5	1%	6%	-0.8%	-2.2%	-35%
CN(Cc1c(F)cccc1Cl)C(=O)c1ccc2ccccc2n1	7%	0.3%	-1%	i	0.5	0%	-37%	0.3%	8.4%	-10%
COc1ccc(C(C)=O)cc1CC(=O)NCCCn1ccnc1	3%	-0.1%	20%	i	0.1	4%	-4%	1.1%	-3.1%	-34%
O=C1CCCc2ccccc2N1Cc1ccc(F)cc1	-2%	0.2%	19%	i	0.4	2%	-27%[20 µM]	1.9%	-4.9%	-11%
O=C(CN1C(=O)CCS(=O)(=O)c2ccccc21)NCc1ccc(F)cc1	-8%	-0.5%	19%	i	1.0	-6%	-14%	-0.3%	1.7%	28%
CCC1CCCCN1CCCNC(=O)c1cn(C)c2ccc(S(=O)(=O)N3CCOCC3)cc2c1=O (stereo unspecified)	4%	-0.1%	6%	i	1.7	2%	22%	-1.4%	-7.4%	11%
Cc1nn(CC(=O)NCCCc2ccccc2)c(=O)c2cc3occc3n12	-4%	0.0%	7%	i	1.2	10%	-23%	1.5%	0.5%	-14%
CCCN(CCC)c1ccc(CC(=O)NC(C)Cc2ccccc2)cc1 (stereo unspecified)	-9%	-0.2%	-13%	i	0.7	-4%	7%	-3.2%	4.7%	-34%
CCC1=C/C(=C\c2ccc3c(c2)OCO3)C(=O)S1	10%	-0.1%	-12%	·	·	9%	-14%	38%	3.6%	28%
COc1ccc(CNc2ncnc3cc(Cl)ccc23)cc1	-10%	0.6%	18%	i	0.8	-6%	-26%	-0.3%	-1.3%	1%
N/C(=N\OC(=O)CC1CCCCC1)c1cccnc1	6%	-0.3%	10%	i	1.9	-10%	11%	-2.1%	1.3%	10%
Cc1cc(C(=O)NNC(=O)c2cccc(Cl)c2)no1	3%	-0.2%	21%	i	0.3	-1%	-2%	-1.3%	1.1%	10%
CC1CCCC(NC(=O)CNC(=S)N(Cc2ccccc2)Cc2cccs2)C1C (stereo unspecified)	-14%	1.0%	-9%	i	0.0	4%	-3%	1.3%	-1.5%	-18%
Cc1ccc(NC(=O)COC(=O)CCc2c[nH]c(=O)[nH]2)cc1	3%	0.2%	-10%	i	0.3	-5%	40%	1.5%	-0.7%	-20%
C/C(=N\NC(=O)c1cccs1)c1cccnc1	-18%	0.0%	8%	i	0.3	11%	-16%	-2.2%	-1.6%	-21%
O=C(c1ccc2nccnc2c1)N1CCN(Cc2ccc3c(c2)OCO3)CC1	13%	-0.1%	15%	i	13	1%	-50%	0.2%	2.8%	10%
COc1ccc(C(=O)Nc2ccccc2N2CCOCC2)cc1[N+](=O)[O-]	4%	0.1%	15%	i	0.7	2%	-33%	-0.8%	4.9%	21%
CCCN1CNC(=S)N(Cc2ccccc2)C1	13%	0.5%	16%	i	1.2	10%	-13%	0.3%	-4.3%	-15%
O=C(Cc1cccs1)N1CCN=C1SCc1cccc(F)c1	-9%	-0.3%	6%	i	0.4	-3%	20%	-1.7%	5.4%	-8%
Cc1ccc(C2C(=O)c3ccccc3C2=O)cc1	-11%	-0.1%	-2%	·	·	3%	-28%	2.1%	-1.5%	-11%
CC(=O)Nc1cccc(NC(=O)C2CC(=O)N(CCc3ccc(F)cc3)C2)c1 (stereo unspecified)	-12%	-0.2%	16%	i	2.1	1%	-5%	-0.6%	-3.1%	-14%
Nc1nc2ccc(N3CCOCC3)cc2s1	-8%	0.0%	-35%	i	1.1	-2%	16%	-1.0%	-5.0%	-19%
COc1ccc(-n2nc(C(=O)Nc3nc4ccc(OC)cc4s3)c3ccccc3c2=O)cc1	10%	0.2%	23%	i	0.3	7%	7%	-2.6%	12%	-37%
CCn1c(C)c(C)c2cc(C(=O)Nc3cccc(Cl)c3)ccc21	8%	0.5%	-25%	i	0.5	16%	-2%	1.3%	-1.9%	5%

High-throughput results (PubChem)
